Source: PubChem
SRC3 inh – inhibitors of human steroid receptor coactivator 3 (SRC3) | HEK293 GAL4-SRC3 luciferase reporter, luminescence | inhibition, % at 3.6 µM | 0.17% of 360,000 active;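 active = inhibition above a per-campaign cutoff, the mean of all compounds plus 3 SD, cut at about 60% in these data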;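 also: 0% = DMSO-treated cells and 100% = gossypol-treated cells at 36 µM; higher means less SRC3-driven luciferase light from the GAL4 reporter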
MC4R antag cAMP – blocks human MC4R cAMP signaling; P32245; MC4R-expressing cells, MTII-stimulated cAMP, LANCE TR-FRET; inhibition, % at 6.5 µM; 0.48% of 360,000 active;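 active = inhibition above its plate's cutoff, the mean of tested wells on that plate plus 3 SD, cut at about 29% in these data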;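 also: 0% = Melanotan II alone and 100% = Melanotan II plus saturating MCL0020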
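Material: human MC4R-expressing U2OS cells. Probe or stimulus: Melanotan II challenge. Dosing: 6.5 µM single dose. Times: 30-min compound, 1-h challenge, 1-h detection, room temperature. Technique: TR-FRET with Eu-cAMP and labeled anti-cAMP, 671 nm. Replication: singlicate.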
NR5A2 inv ag – suppresses constitutive activity of human LRH-1; AID 602396; 0.13% of 360,000 active; inhibition, % at 3.6 µM; HEK293T StAR-luciferase reporter, LRH-1 transfected, 24 h;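 active = inhibition above the mean inhibition of all tested compounds plus 3 SD, cut at about 73% in these data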;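 also: 0% = DMSO wells and 100% = reporter-only cells lacking LRH-1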
LMP1 NFkB inh – inhibitors of Epstein-Barr LMP1-induced NF-kappaB reporter; 0.69% of 350,000 active; LMP1-induced NF-kappaB luciferase reporter cells, luminescence; AID 504558; inhibition, % at 12.5 µM; in the data active = inhibition above about 41%;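 also: 0% = neutral control wells and 100% = reference inhibitor control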
COUP-TFII inh – inhibitors of human COUP-TFII (NR2F2); 0.7% of 370,000 active; inhibition, % at 8.6 µM; P24468; HEK293T NGFI-A luciferase reporter, luminescence;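 active = inhibition above a per-plate cutoff, mean inhibition of test wells between control levels plus 3 SD, cut at about 38% in these data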;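 also: cells cotransfected with COUP-TFII expression vector driving the NGFI-A reporter; 0% = median of COUP-TF2 test wells and 100% = reporter-only cells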
TLR9-MyD88 inh – blocks human TLR9 binding to MyD88 | CHO BLA complementation TLR9-MyD88, CCF4 FRET ratio | inhibition, % at 4.98 µM | 0.21% of 340,000 active;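 active = inhibition above the mean over all tested compounds plus 3 SD, cut at about 21% in these data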;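 also: 0% = DMSO only wells and 100% = clavulanate BLA inhibitor control wells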
Target sequence (Q99836 whole entry, looked up): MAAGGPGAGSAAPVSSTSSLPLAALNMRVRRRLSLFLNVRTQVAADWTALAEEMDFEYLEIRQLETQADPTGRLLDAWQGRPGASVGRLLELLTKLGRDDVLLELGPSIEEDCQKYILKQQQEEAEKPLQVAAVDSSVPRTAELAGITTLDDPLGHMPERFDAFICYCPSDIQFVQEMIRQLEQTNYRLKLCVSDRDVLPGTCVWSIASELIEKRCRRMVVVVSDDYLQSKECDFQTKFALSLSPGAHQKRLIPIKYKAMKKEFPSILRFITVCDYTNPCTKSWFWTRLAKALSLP
Target sequence (Q9NR96 whole entry, looked up): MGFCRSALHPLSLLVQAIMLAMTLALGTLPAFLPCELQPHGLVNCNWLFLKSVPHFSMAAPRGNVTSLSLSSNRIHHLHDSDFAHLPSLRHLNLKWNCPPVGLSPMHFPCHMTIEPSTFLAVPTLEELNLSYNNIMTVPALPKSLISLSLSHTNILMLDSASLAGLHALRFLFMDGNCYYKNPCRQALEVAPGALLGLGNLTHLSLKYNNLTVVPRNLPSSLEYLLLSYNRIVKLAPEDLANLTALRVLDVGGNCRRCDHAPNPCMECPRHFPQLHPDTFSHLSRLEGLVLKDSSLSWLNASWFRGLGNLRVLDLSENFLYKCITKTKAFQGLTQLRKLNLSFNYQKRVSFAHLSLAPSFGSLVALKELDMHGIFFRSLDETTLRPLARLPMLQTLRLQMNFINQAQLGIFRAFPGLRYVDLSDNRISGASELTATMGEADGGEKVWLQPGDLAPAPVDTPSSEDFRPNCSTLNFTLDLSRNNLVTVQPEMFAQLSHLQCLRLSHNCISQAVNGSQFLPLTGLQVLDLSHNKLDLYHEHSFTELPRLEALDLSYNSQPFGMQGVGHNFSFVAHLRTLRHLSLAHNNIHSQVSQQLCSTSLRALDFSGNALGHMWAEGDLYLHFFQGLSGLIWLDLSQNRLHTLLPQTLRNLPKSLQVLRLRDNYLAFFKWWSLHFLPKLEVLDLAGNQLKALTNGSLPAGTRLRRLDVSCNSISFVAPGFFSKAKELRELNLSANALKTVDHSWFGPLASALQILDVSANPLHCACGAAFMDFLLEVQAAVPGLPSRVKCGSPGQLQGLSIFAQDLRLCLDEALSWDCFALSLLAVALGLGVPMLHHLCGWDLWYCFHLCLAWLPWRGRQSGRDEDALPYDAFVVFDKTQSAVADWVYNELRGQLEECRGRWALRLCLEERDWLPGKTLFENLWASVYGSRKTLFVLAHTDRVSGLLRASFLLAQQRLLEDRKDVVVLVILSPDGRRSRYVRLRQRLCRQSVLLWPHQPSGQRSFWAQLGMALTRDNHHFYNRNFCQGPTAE
NOD2 RIPK2 PPI – blocks binding of human NOD2 to RIPK2 | O43353 | CHO BLA complementation NOD2-RIPK2, CCF4 ratio | inhibition, % at 4.98 µM | 0.38% of 360,000 active; in the data active = inhibition above about 21%;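 also: 0% = vehicle only and 100% = reference blocker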
MC4R ag barr – activates human MC4R beta-arrestin recruitment; P32245; U2OS MC4R beta-arrestin complementation, luminescence; percent of melanotan II response, DMSO zero; activation, % at 8.9 µM; 0.98% of 360,000 active;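 active = activation above a per-plate cutoff, the mean activation of sample wells on that plate plus 3 SD, cut at about 8% in these data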
SRC1 inh – inhibitors of human steroid receptor coactivator 1 (SRC1); HEK293 GAL4-SRC1 luciferase reporter, luminescence; inhibition, % at 3.6 µM; Q15788; 0.12% of 360,000 active;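 active = inhibition above the campaign mean plus 3 SD, with each screening campaign given its own cutoff, cut at about 60% in these data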;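 also: 0% = DMSO treated cells and 100% = gossypol at 36 µM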
ABHD5-PLIN5 inh – ABHD5-PLIN5 protein interaction inhibition; Q00G26+Q8WTS1; Split G. princeps luciferase complementation, luminescence, 4 h; inhibition, % at 4 µM; 0.78% of 360,000 active;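 active = inhibition above the mean inhibition across every tested compound plus 3 SD, cut at about 22% in these data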;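 also: 0% = DMSO only wells and the 100% control is not disclosed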
SRC2 inh – inhibits human steroid receptor coactivator 2; AID 651957; inhibition, % at 9 µM; Q15596; 0.17% of 370,000 active; HEK293 GAL4-SRC2 luciferase reporter, luminescence;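 active = inhibition above the mean inhibition of all tested compounds plus 3 SD, set per campaign, cut at about 52% in these data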;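 also: 0% = DMSO treated cells and 100% = cells given Gossypol at 36 µM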
An asterisk follows results filed as active; / = not tested or not shown.

canonical_smiles,SRC3 inh,MC4R antag cAMP,NR5A2 inv ag,LMP1 NFkB inh,COUP-TFII inh,TLR9-MyD88 inh,NOD2 RIPK2 PPI,MC4R ag barr,SRC1 inh,ABHD5-PLIN5 inh,SRC2 inh
O=C(/C=C/c1cccc([N+](=O)[O-])c1)NCCN1CCOCC1,15,7,14,2,16,3,-1,-1.4,-2,0,-19
Cc1nnc(SCC2=C(C(=O)O)N3C(=O)C(NC(=O)Cc4ccccc4)C3SC2)s1 (stereo not given),-13,1,-5,-9,-1,2,-9,-4.3,-15,1,-3
CCOc1ccc(Cl)cc1CNCCNCCO,3,13,-3,-3,10,-2,-13,1.3,6,4,-2
CC(=O)Nc1ccccc1NC(=O)c1ccccc1,10,2,15,5,-1,-1,-7,0.8,-22,7,11
COCCOC(=O)C1=C(C)NC(=O)NC1c1cccc(F)c1 (stereo not given),-4,3,1,-10,12,6,-5,0.5,-24,4,-10
Cc1cc(=O)oc(C)c1C(=O)OCC(=O)c1ccccc1,-14,-4,-2,10,0,-1,-5,-0.6,-7,4,-10
O=C(Nc1ccccc1C(=O)O)c1cc(S(=O)(=O)NCc2ccccc2)ccc1Cl,3,20,-11,8,12,-4,3,2.9,-28,-6,-63
O=[N+]([O-])c1ccc(NC2CCCCC2)nc1,-12,2,7,-1,8,0,-2,-0.9,1,-4,-26
Cc1cccc(CN2CCN(Cc3cccc4nonc34)CC2CCO)n1 (stereo not given),-3,-2,4,-4,-4,3,1,-2.4,-20,4,-8
COc1cccc(-c2nc3ccc(C(=O)NC(C)Cc4cccnc4)cc3o2)c1 (stereo not given),-94,6,-104,-19,-44,18,-4,0.3,-71,-2,-48
CCOc1ccccc1NC(=O)/C=C/C(N)=O,-7,1,-7,2,2,-7,-8,0.9,1,13,-25
Clc1ccc(-c2nnc(-c3ccccc3)o2)c(Cl)c1,-63,0,-132,3,-48,2,3,1.2,-71,1,-58
CCCCC(=O)N(c1ccc(OCC)cc1)C1C=CS(=O)(=O)C1 (stereo not given),2,18,-23,1,3,2,0,1.7,1,-2,-1
COC(=O)c1ccc(OCCOCCOc2cccc3ccc(C)nc23)cc1,8,6,-6,-1,-6,-5,-3,0.3,-19,1,-3
O=C(Nc1ccccc1C(=O)O)c1ccc2c(c1)C(=O)N(c1cccc([N+](=O)[O-])c1)C2=O,14,-2,-9,6,-2,-7,-13,-0.8,-13,3,5
O=C(NC(=S)N(CC1CCC1)CC1CCCO1)c1cccc([N+](=O)[O-])c1 (stereo not given),2,-1,19,9,-7,1,-4,-2.5,-10,-1,12
Cc1c(NC(=O)c2cccnc2Cl)c(=O)n(-c2ccccc2)n1C,-9,10,10,6,/,-3,-7,-0.1,-4,1,/
O=C(NC1CCCc2ccccc21)c1ccc(S(=O)(=O)N2CCOCC2)cc1 (stereo not given),-1,3,5,2,-19,-8,-9,-2.4,7,-3,10
CN1C(=O)/C(=C/c2ccc(OC(=O)c3ccco3)cc2)SC1=S,-1,-7,7,-5,-14,16,-7,-0.1,-5,4,17
N#C/C(=C/c1cccc(O)c1)C(=O)NCc1ccc(Cl)cc1,-17,24,-9,-9,1,-6,9,-2.8,-9,24*,17
CCOC(=O)c1ccc(NC(=O)CN2C(=O)C(=O)N(CC(C)C)C2=O)cc1,10,0,4,-2,0,8,3,-0.3,-14,-4,-45
O=C(Nc1ccc(-c2nnc(-c3ccccc3)o2)cc1)c1ccc(Br)o1,-24,2,-9,-1,-9,6,7,-1.0,-15,3,-2
O=C(NCCc1ccc(Cl)cc1)C1CCC(=O)N(C2CCCCCC2)C1 (stereo not given),8,6,-10,-14,-22,-14,4,-0.2,11,0,2
COc1cccc(CN(C)C(=O)c2ccc(S(=O)(=O)N3CCCC3)cc2)c1OC,16,-2,20,3,-3,-8,-2,-0.1,-12,2,-17
COc1ccc(-c2c(C(=O)O)nc3ccccc3c2C(=O)O)cc1,7,11,-9,3,24,2,1,-2.5,3,3,0
Cc1ccc(S(=O)(=O)NN=C2C(=O)C3CCC2C3Cl)cc1 (stereo not given),11,-1,-3,2,-4,-16,2,-3.2,-1,-7,5
COc1ccc(CCN(Cc2cccs2)S(=O)(=O)c2ccc(S(=O)(=O)N(C)C3CCCCC3)cc2)cc1OC,17,0,10,17,-8,1,-8,-0.7,8,-3,8
CN(C)c1ccc(N2[C@@H](CC(=O)O)c3cc(C(F)(F)F)ccc3S2(=O)=O)cc1,8,4,-20,3,3,-8,0,-0.6,3,-3,-10
O=C1c2c(Cl)c(Cl)c(Cl)c(Cl)c2C(=O)N1c1nccs1,-3,1,9,-6,-6,-4,1,-0.4,-9,-1,-34
O=S(=O)(Nc1ccccc1F)c1ccc2nsnc2c1,15,13,-22,-3,-4,-1,-14,0.7,-2,2,-2

Another view of part of the listing above.
Values run as follows: SRC3 inh	MC4R antag cAMP	NR5A2 inv ag	LMP1 NFkB inh	COUP-TFII inh	TLR9-MyD88 inh	NOD2 RIPK2 PPI	MC4R ag barr	SRC1 inh	ABHD5-PLIN5 inh	SRC2 inh
- O=C(NC1CCCc2ccccc21)c1ccc(S(=O)(=O)N2CCOCC2)cc1 (stereo not given)
→ -1	3	5	2	-19	-8	-9	-2.4	7	-3	10
- CN1C(=O)/C(=C/c2ccc(OC(=O)c3ccco3)cc2)SC1=S
→ -1	-7	7	-5	-14	16	-7	-0.1	-5	4	17
- N#C/C(=C/c1cccc(O)c1)C(=O)NCc1ccc(Cl)cc1
→ -17	24	-9	-9	1	-6	9	-2.8	-9	24*	17
- CCOC(=O)c1ccc(NC(=O)CN2C(=O)C(=O)N(CC(C)C)C2=O)cc1
→ 10	0	4	-2	0	8	3	-0.3	-14	-4	-45
- O=C(Nc1ccc(-c2nnc(-c3ccccc3)o2)cc1)c1ccc(Br)o1
→ -24	2	-9	-1	-9	6	7	-1.0	-15	3	-2
- O=C(NCCc1ccc(Cl)cc1)C1CCC(=O)N(C2CCCCCC2)C1 (stereo not given)
→ 8	6	-10	-14	-22	-14	4	-0.2	11	0	2
- COc1cccc(CN(C)C(=O)c2ccc(S(=O)(=O)N3CCCC3)cc2)c1OC
→ 16	-2	20	3	-3	-8	-2	-0.1	-12	2	-17
- COc1ccc(-c2c(C(=O)O)nc3ccccc3c2C(=O)O)cc1
→ 7	11	-9	3	24	2	1	-2.5	3	3	0
- Cc1ccc(S(=O)(=O)NN=C2C(=O)C3CCC2C3Cl)cc1 (stereo not given)
→ 11	-1	-3	2	-4	-16	2	-3.2	-1	-7	5
- COc1ccc(CCN(Cc2cccs2)S(=O)(=O)c2ccc(S(=O)(=O)N(C)C3CCCCC3)cc2)cc1OC
→ 17	0	10	17	-8	1	-8	-0.7	8	-3	8

Other compounds follow.
canonical_smiles,SRC3 inh,MC4R antag cAMP,NR5A2 inv ag,LMP1 NFkB inh,COUP-TFII inh,TLR9-MyD88 inh,NOD2 RIPK2 PPI,MC4R ag barr,SRC1 inh,ABHD5-PLIN5 inh,SRC2 inh
COc1cccc(NC(=O)C2(C)CCCN2C(=O)C(C)C)c1OC (stereo not given),4,1,12,/,-7,/,0,-0.2,10,0,-2
Cc1ccc(-c2nnc(SCC(=O)N3CCCC3)o2)cc1,-28,11,-41,-13,-20,-7,-16,0.6,-49,6,-32
CCOC(=O)c1c(N/N=C/c2cccnc2)n[nH]c1C,-28,-5,-74,-3,-27,-4,-9,-1.2,-35,-2,-20
COc1ccc(CN(C(=O)c2cc(=O)c3ccccc3o2)C2CCS(=O)(=O)C2)cc1 (stereo not given),-4,4,-19,-1,-20,-6,3,-1.9,-42,6,4
Cc1ccc(NC(=O)Cc2cc(C(=O)O)c3ccccc3n2)c(C)c1,32,6,26,9,21,3,-1,-0.5,16,-2,-2
Cc1c(N(C)CS(=O)(=O)O)c(=O)n(-c2ccccc2)n1C,1,-3,-17,-10,-15,-8,-5,0.1,8,6,6
Cc1ccccc1NC(=O)CC(C)S(=O)(=O)c1ccc2c(c1)NC(=O)CO2 (stereo not given),2,-4,-5,-1,0,-7,-14,1.3,2,7,-16
O=C(Cc1cccs1)Nc1cccc(C(=O)Nc2ccc(C(=O)O)cc2)c1,8,-4,-2,-5,6,/,-12,-0.7,-13,1,-12
O=C(c1ccccc1)c1ccc2nc(N3CCN(C(=O)c4ccco4)CC3)c3nncn3c2c1,-11,20,48,25,13,5,0,-2.3,-13,3,-45
CC(NC(=S)NNS(=O)(=O)c1ccc(C(C)(C)C)cc1)c1ccccc1 (stereo not given),17,4,-13,7,11,1,0,4.1,0,2,-38
COc1ccc2[nH]c(C(O)(Cc3cccnc3)Cc3cccnc3)cc2c1,23,4,8,-1,-8,8,-1,0.7,13,4,19
COc1ccc2cc(CCNC(=O)c3c(-c4ccccc4Cl)noc3C)c(=O)[nH]c2c1,-5,4,9,1,12,-7,-9,-0.5,-5,5,3

Only part of the results is shown; rates above refer to the full screens.
